# GAA glycogen mod = inhibitors or activators of human alpha-glucosidase glycogen cleavage | P10253 | recombinant GAA, glycogen substrate, Amplex Red glucose oxidase fluorescence | Potency, µM (highest dose often 76.4 µM), without a hit: at the top dose activity change, negative = inhibition, usual class: inhibitors | hit rate 0.38% among 300,000 | AID 2100; active = well fitted inhibition curve with a large enough effect; inconclusive = small, poorly fitted or top-dose-only effect, or another doubt; inactive = no such curve, though single readings can be large or run the other way;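 note: 0% = full enzyme reaction and -100% = no-enzyme basal signal; the screen sought inhibitors and activators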
#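 Recombinant human alpha-glucosidase (4 nM final) hydrolysed bovine liver glycogen (30 ug) for 40 min at 37 C in pH 5.0 citrate/phosphate with 0.01% Tween-20. Released glucose detected by glucose oxidase/Amplex Red, Ex 573/Em 610 nm. Compounds up to 77 uM; AC50 from Hill fits.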
# * = called active by the depositor; ? = inconclusive; & = joins results of further samples; [ ] = another dose, or the depositor's remark. Potency is the fitted concentration of half-maximal effect.
Structure | GAA glycogen mod
Cc1ccccc1Cn1c(NC2CCCC2)nc2c1c(=O)[nH]c(=O)n2C | -2.1%[76.3 µM]
Cc1cc(C(=O)Nc2ccc(C#N)cc2)on1 | 6.9%
COc1cccc(-c2ccc(SCC(=O)NC3CCCC3)nn2)c1 | -2.7%[76.3 µM]
COc1ccc(Br)cc1CNCC1CCCO1 (configuration not stated) | 18.0%[76.3 µM]
CCCCC(C(=O)NC1CCCC1)N(Cc1ccccc1)C(=O)c1snc(C(N)=O)c1N (configuration not stated) | -0.8%
Cc1ccc(NC(=O)CCc2nnc3ccc(NCc4ccco4)nn23)cc1 | 0.1%[76.3 µM]
Cc1cc(C)c(N=C2C(=O)Nc3ccccc32)c(C)c1 | 2.1%
CC(C)c1cc(=O)n2c(nc3ccccc32)[nH]1 | 1.3%[76.3 µM]
Cc1ccc(C)c(N(C(=O)c2csnn2)C(C(=O)NC2CCCC2)c2cccnc2)c1 (configuration not stated) | -1.5%[76.3 µM]
CS(=O)(=O)N(CC(=O)NCCSCc1ccccc1)c1ccccc1F | -1.9%[76.3 µM]
Cc1ccc(OCCOCCN2CCN(C)CC2)c(C(C)(C)C)c1 | -4.0%[76.3 µM]
CC(=O)NCCC(=O)N(C)CC1CCN(CCc2cccc(C(F)(F)F)c2)CC1 | -4.6%[76.3 µM]
NC(=O)C1CCN(C(=O)c2ccc3c(c2)S(=O)(=O)c2ccccc2C3=O)CC1 | 7.7%
CCC[C@H]1COCCS(=O)(=O)N1Cc1ccccc1 | 4.9%[76.3 µM]
CCOc1cccc(/C=N/NC(=O)c2cc(C3CC3)[nH]n2)c1O | -24.4%[76.3 µM]
Cc1ccc(NS(=O)(=O)c2c(C)[nH]c(C)c2C(=O)N2CCCCC2)c(Cl)c1 | -21.9%[76.3 µM]
N/C(=N\O)c1cn(Cc2ccccc2Cl)c2ccccc12 | ?
CCCN(CCC)Cc1c(C(=O)N/N=C/c2ccncc2)nnn1-c1nonc1N | -8.3%
COc1ccc(CCNC(=O)C2CC(=O)N(c3ccc(C)cc3)C2)cc1 (configuration not stated) | 0.1%[76.3 µM]
CC(C)Oc1ccc(CNC(=O)C2CCN(C(=O)N3CC(C)Oc4ccccc43)CC2)cc1 (configuration not stated) | 14.4%[76.3 µM]
CCOc1ccc(S(=O)(=O)NCc2ccc3c(c2)OCO3)cc1NC(C)=O | 1.0%[76.3 µM]
COc1ccc(CN2CCNC(=O)C2CC(=O)NCc2cn[nH]c2-c2ccccc2)c(F)c1 (configuration not stated) | -1.2%[76.3 µM]
Cc1ccc(S(=O)(=O)NCCC(=O)N2CCN(c3cccc(Cl)c3)CC2)cc1C | 4.8%[76.3 µM]
Cc1ccc(-c2cn3c(n2)sc2cc(C(=O)NC4CCCc5ccccc54)ccc23)cc1 (configuration not stated) | -5.2%[76.3 µM]
O=C(CCNS(=O)(=O)c1cccs1)N1CCN(c2cccc(Cl)c2)CC1 | 6.1%
COCCNC(=S)Nc1ccc2nc(N3CCOCC3)cc(C)c2c1 | 0.7%
COc1ccc(CC(=O)c2ccc(OC3OC(CO)C(O)C(O)C3O)cc2O)cc1 (configuration not stated) | 11.7%
CN(C)c1ncc(S(=O)(=O)c2ccccc2)c(=O)[nH]1 | -1.8%
Cc1cc(C)cc(NC(=O)CCN2C(=O)c3ccccc3S2(=O)=O)c1 | -6.8%[76.3 µM]
CCOc1ccc(NC(=O)CC(Cc2ccc(Cl)cc2)C(=O)O)cc1 (configuration not stated) | 6.5%
CC(C)c1ccc(N(C(=O)c2ccco2)C(C(=O)NC2CCCC2)c2cccnc2)cc1 (configuration not stated) | -2.6%
Cc1ccc(S(=O)(=O)Cn2nnnc2C(CC(C)C)N2CCC(C(N)=O)CC2)cc1 (configuration not stated) | -3.0%
Cc1ccc(S(=O)(=O)N2CCC(C(=O)N3CCCC3C(=O)N[C@@H](CC(C)C)C(=O)NCC(N)=O)CC2)cc1 (some centres not stated) | -1.3%[76.3 µM]
COc1cccc(-c2cc(C(=O)NCC3CCCO3)c3cc(C)cc(C)c3n2)c1 (configuration not stated) | -0.2%[76.3 µM]
COCCN(C(=O)Nc1ccc(F)cc1F)c1nc2ccccc2s1 | 1.4%[76.3 µM]
CCC(=O)Nc1ccc2nc(SCCOc3cccc(C)c3)sc2c1 | 2.1%[76.3 µM]
Cc1ccc(OCCN(C)C(=O)C2CCC(=O)N(Cc3ccccc3F)C2)cc1 (configuration not stated) | -13.4%[76.3 µM]
Cc1[nH]n(-c2ccccc2)c(=O)c1/C=N/NC(=O)c1ccc(O)cc1O | -23.0%
COC(=O)c1ccc(NC(=S)NC(=O)c2cccnc2)cc1 | 8.3%[76.3 µM]
COc1ccc(CCNC(=O)CSc2nnc(-c3ccco3)c(-c3ccco3)n2)cc1OC | -3.9%
Cc1cccc(-c2noc(-c3ccc(N4CCOCC4)c([N+](=O)[O-])c3)n2)c1 | 8.4%[76.3 µM]
O=C(Nc1cccc(NC(=O)c2cccs2)c1)c1ccc(F)cc1 | -6.7%
COc1cc(NC(=O)c2cc(S(=O)(=O)N3CCc4ccccc43)cn2C)cc(OC)c1OC | 2.3%&9.0%[76.3 µM]
CC1(C)SC2c3ccccc3C(=O)N2[C@@H]1C(=O)O (some centres not stated) | -2.2%
C[C@@H](CN1C(=O)C(=O)NC[C@@H]1Cc1ccc(O)cc1)NC(=O)Cc1ccccc1 | 9.6%[76.3 µM]
COc1cc(/C=N/NC(=O)c2ccc(O)cc2)ccc1OCC(=O)Nc1cccc([N+](=O)[O-])c1 | 13.6%[76.3 µM]
O=C(NC1CC1)c1ccc2c(c1)N(Cc1ccc(Cl)cc1)CCS2 | 0.5%[76.3 µM]
O=C(NCCCn1ccnc1)c1ccc(OCC(F)(F)F)cc1 | 8.6%
COc1ccc(/C=C2\SC(=S)N(CCCC(=O)N3CCOCC3)C2=O)cc1OC | 7.5%
CCc1cc(-c2[nH]ncc2-c2ccc([N+](=O)[O-])cc2)c(O)cc1OC | 1.4%
COCCCNC(=O)c1cc(Nc2ccc(OC)cc2OC)nc2ccccc12 | 4.5%
CCN(Cc1cc(=O)oc2cc(C)ccc12)c1ccccc1 | -11.1%[76.3 µM]
CN(C)CCN(C(=O)C1CCCCC1)c1nc2cc3c(cc2s1)OCO3 | 1.2%[76.3 µM]
Cc1occc1C(=O)Nc1ccc([N+](=O)[O-])cc1Br | 7.3%[76.3 µM]
Cc1cccc(N2CCN(C(=O)CCCn3c(=O)[nH]c4ccsc4c3=O)CC2C)c1 (configuration not stated) | -9.1%
COc1ccccc1CN1CCCC(CNC(=O)c2cccc3ccccc23)C1 (configuration not stated) | -4.8%[76.3 µM]
COc1cccc(C(=O)NCc2ccco2)c1OC | -12.1%[76.3 µM]
COc1cc(/C=N/n2nnnc2N)ccc1OCC#N | -7.8%[76.3 µM]
COc1ccc(NC(=O)C2CCCN2S(=O)(=O)c2ccc3nc(-c4ccccc4)[nH]c3c2)cc1 (configuration not stated) | -14.5%[76.3 µM]
CC(CNC(=O)CCS(=O)(=O)c1ccc2c(c1)oc(=O)n2C)c1ccccc1 (configuration not stated) | 0.0%[76.3 µM]

# (listing goes on)
Structure | GAA glycogen mod
CCC(C)(C)NC(=O)C1CC(=O)N(CCc2ccc(F)cc2)C1 (configuration not stated) | -6.5%[76.3 µM]
Cc1ccc(C)c(N(C(=O)CNC(=O)c2ccco2)C(C(=O)NC2CCCCC2)c2ccncc2)c1 (configuration not stated) | 11.3%
O=C1c2cccnc2C(=O)N1Cc1ccc(S(=O)(=O)N2CCOc3ccc(Cl)cc32)cc1 | -26.0%[76.3 µM]
Cc1ccc(NC2CCCN(C(=O)c3ccoc3C)C2)cc1C (configuration not stated) | -1.6%[76.3 µM]
CCCn1c(C(C)Nc2nc(-c3ccc(C)cc3)cs2)nc2cc(Cl)c(N3CCCCC3)cc21 (configuration not stated) | -26.5%[76.3 µM]
O=C(Cn1c(-c2cccs2)cc2ccccc21)NCCc1ccc(Cl)cc1 | -3.5%[76.3 µM]
CCOC(=O)Nc1ccc2c(c1)N(C(=O)CN(CC)CC)c1ccccc1CC2 | 8.91µM*
Cc1ccc(SCC(=O)NCCc2ccc(F)cc2)cc1 | -3.3%[76.3 µM]
CCOc1cccc(C2/C(=C(\O)c3ccc4c(c3)OCCO4)C(=O)C(=O)N2Cc2ccncc2)c1 (configuration not stated) | -0.1%[76.3 µM]
Cc1ccc(CNC(=O)c2sc3nc4n(c(=O)c3c2C)CCCC4)cc1 | ?
CCc1ccc(C(C(=O)NC2CCCC2)N(Cc2cccnc2)C(=O)c2csnn2)cc1 (configuration not stated) | 1.9%
CCC(C)NC(=O)c1cn(-c2cccc(OC)c2)c(=O)c2ccccc12 (configuration not stated) | -5.2%
CC(C)NC(=O)CSc1cn(CC(=O)N2CCCCCC2)c2ccccc12 | 13.1%[76.3 µM]
Cc1ccc(CNC(=O)C2CCCN(c3nc4ccccc4n4cccc34)C2)cc1 (configuration not stated) | -8.0%[76.3 µM]
Cc1cc(N(C)N)nc(NC(=O)NS(=O)(=O)c2ccccc2Cl)n1 | 0.0%
COc1ccc(/C=C2\Sc3ccc(C(=O)NCCCN4CCCC4)cc3N(C)C2=O)cc1OC | 8.6%[76.3 µM]
COc1ccc(-c2cc(=O)oc3c(C)c(OC(C)C(C)=O)ccc23)cc1 (configuration not stated) | -10.1%
COc1ccc(Br)cc1CC1C(=O)Nc2ccccc21 (configuration not stated) | -11.5%[76.3 µM]
CCOc1ccc(N(CC(=O)N2CCCCCC2)S(=O)(=O)c2ccc(C)cc2)cc1 | -5.4%[76.3 µM]
COc1ccccc1CNC(=O)c1cc(C(=O)CC(C)C)c[nH]1 | 2.4%
O=C(c1ccncc1)N1CCN(S(=O)(=O)c2ccc(F)cc2)CC1 | -6.6%[76.3 µM]
CC(C)[C@H](NC(=O)N1CCn2c1nc1ccccc12)C(=O)N[C@H](Cc1ccccc1)C(=O)O | 18.4%[76.3 µM]
COc1ccc(/C=N/NC(=O)c2nnn(-c3nonc3N)c2CN(C)c2ccccc2)cc1 | -14.3%[76.3 µM]
CCc1cc(-c2[nH]ncc2-c2ccc(OC)cc2)c(O)cc1O | ?

# Some of the entries above in another layout.
> Cc1ccc(C)c(N(C(=O)c2csnn2)C(C(=O)NC2CCCC2)c2cccnc2)c1 (configuration not stated)
  GAA glycogen mod: -1.5%[76.3 µM]

> COc1cc(NC(=O)c2cc(S(=O)(=O)N3CCc4ccccc43)cn2C)cc(OC)c1OC
  GAA glycogen mod: 2.3%&9.0%[76.3 µM]

> CCC[C@H]1COCCS(=O)(=O)N1Cc1ccccc1
  GAA glycogen mod: 4.9%[76.3 µM]

> CCOc1ccc(N(CC(=O)N2CCCCCC2)S(=O)(=O)c2ccc(C)cc2)cc1
  GAA glycogen mod: -5.4%[76.3 µM]

# Continuation:
Structure | GAA glycogen mod
CCOc1ccc(-n2c(SCC(=O)Nc3cc(C(=O)O)ccc3Cl)nc3ccccc3c2=O)cc1 | -7.1%[76.3 µM]
CCOc1ccc(NC(=O)C2CCN(C(=O)N3CC(C)Oc4ccc(Cl)cc43)CC2)cc1 (configuration not stated) | 19.9%[76.3 µM]
Cc1nn(CC(=O)NCc2ccc(OC(C)C)cc2)c(=O)c2cc(-c3ccccc3)nn12 | -6.6%[76.3 µM]
O=C(O)c1cccnc1SCc1cccc(Br)c1 | 3.8%
Cc1cc2c(cc1S(=O)(=O)CCC(=O)N(C)C1CCCCC1)OCC(=O)N2 | 1.6%&4.1%[76.3 µM]
Cc1cnc(C(=O)NC2CC(C)(C)Cc3c2cnn3-c2cccc(F)c2)cn1 (configuration not stated) | -3.1%[76.3 µM]
O=C(NCCN1CCOCC1)/C(=C/c1ccc(F)cc1)NC(=O)c1ccccc1 | 0.9%
O=C(Cc1ccc(F)cc1)NC(Cc1c[nH]c2ccccc12)C(=O)O (configuration not stated) | -3.9%
O=C(NC(=S)Nc1ncccn1)c1ccc(F)cc1 | 5.9%
OCC1(CO)COC(CCc2ccccc2)=N1 | 16.8%[76.3 µM]
CCN(Cc1ccccc1OC)CC1CCCN(CCc2cccc(OC)c2)C1 (configuration not stated) | -7.8%[76.3 µM]
COc1ccc(N2CC(C(=O)N[C@@H](CC(C)C)C(=O)NC3CCCC3)CC2=O)cc1 (some centres not stated) | 2.0%[76.3 µM]
Cc1ccc(OCCn2ccnc2)c(C)c1 | 4.2%[76.3 µM]
CCn1c(CN2CCOCC2)nnc1SCC(=O)Nc1ccc(C(C)=O)cc1 | 2.5%[76.3 µM]
Cc1ccc2c(c1)N(CC(=O)N1CCOCC1)C(=O)CO2 | 2.2%
CCOc1ccc(CNC(=O)CCS(=O)(=O)c2cc3c(cc2Cl)NC(=O)CO3)cc1OC | -7.3%[76.3 µM]
O=C(NCCCC(NC(=O)OCc1ccccc1)C(=O)O)OCc1ccccc1 (configuration not stated) | -0.2%[76.3 µM]
CC(C)(C)c1ccc(C(=O)NC(=S)N2CCOCC2)cc1 | 2.7%[76.3 µM]
COc1cccc(NC(=O)C2C3C=CC4(O3)C2C(=O)N(CCCN2CCCCC2)C4C(=O)NC2CCCCC2)c1 (configuration not stated) | -0.2%
COC(=O)c1ccccc1NC(=O)CN1CCc2ccccc2C1 | 0.9%[76.3 µM]
COc1cccc(/C=N/N(C)C2=NS(=O)(=O)c3ccccc32)c1O | -0.1%
CN(CCCC1CCCC1)C(=O)CC1C(=O)NCCN1Cc1ccc(F)cc1 (configuration not stated) | -4.8%[76.3 µM]

# The list is partial; rates above refer to the full screens.
